# HT1080-NT tox: qHTS for induction of synthetic lethality in tumor cells producing 2HG: qHTS for the HT-1080-NT fibrosarcoma cell line. 1.6% of 360,000 active. Potency, µM (series often up to 46.1 µM), without a hit: at the top dose activity, negative = less viability, hits mostly cytotoxic. HT-1080-NT fibrosarcoma viability, CellTiter-Glo ATP luminescence, 48 h;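 also: NT is the 2HG producing partner of a matched IDH1 knockdown line; potency is read from the fitted curve at half-maximal effect; 0% = DMSO-treated cells and -100% = media-only wells without cells; nearly all actives have a fitted effect of over 55% in size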
#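 Viability of the 2HG-overproducing fibrosarcoma line after 48 hours of compound exposure at 37 degrees C was determined by luminescence with CellTiter-Glo, and concentration-effect curves were then fitted and categorized.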
# HT1080 IDH1KD tx: qHTS for induction of synthetic lethality in tumor cells producing 2HG: qHTS for the HT-1080-IDH1KD cell line; Potency, µM (top dose mostly 46.1 µM), inactives show at the highest dose activity, negative = toxicity, hits mostly cytotoxic; 2% of 360,000 active; HT-1080 IDH1 knockdown viability, ATP luminescence, 48 h;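 also: potency is read from the fitted curve at half-maximal effect; 0% = DMSO wells and -100% = cell-free medium wells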
#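 Cytotoxicity counter-line: IDH1KD HT-1080, 48 h, CellTiter-Glo. Curves classed by r2, magnitude and activity.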
# IL1B secr inh: qHTS for Inhibitors of Inflammasome Signaling: IL-1-beta AlphaLISA Primary Screen | 4.7% of 360,000 active | THP-1 LPS/ATP IL-1B secretion, AlphaLISA, 16 h; stronger effect = lower value | AID 743279, 2014 | activity change, % at 57.5 µM; in the data active = activity change below about -50%; inconclusive = mostly about -30% to -49%; also: % is scaled to controls: 0 for no effect and ±100 for the full control effect
#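 Secreted IL-1B measured by AlphaLISA bead assay after 16 h compound exposure of THP-1 cells; compounds (final up to 57.5 uM) added 1 h before LPS (250 ng/mL) and ATP (1.25 mM) stimulation; lower signal means less secretion.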
# DRD3 antagonist: qHTS of D3 Dopamine Receptor Antagonist: qHTS. D3R cells, DiscoveRx beta-arrestin luminescence, antagonist mode; stronger effect = lower value. max response, negative = inhibition, %. 2.5% of 360,000 active. AID 652054, 2013; in the data active = max response below about -50%; inconclusive = no clear call, values can overlap the other calls; also: % is scaled to controls: 0 for no effect and ±100 for the full control effect; mostly tested at two doses, the higher about 12 µM
# Target sequence (P35462 whole entry, looked up): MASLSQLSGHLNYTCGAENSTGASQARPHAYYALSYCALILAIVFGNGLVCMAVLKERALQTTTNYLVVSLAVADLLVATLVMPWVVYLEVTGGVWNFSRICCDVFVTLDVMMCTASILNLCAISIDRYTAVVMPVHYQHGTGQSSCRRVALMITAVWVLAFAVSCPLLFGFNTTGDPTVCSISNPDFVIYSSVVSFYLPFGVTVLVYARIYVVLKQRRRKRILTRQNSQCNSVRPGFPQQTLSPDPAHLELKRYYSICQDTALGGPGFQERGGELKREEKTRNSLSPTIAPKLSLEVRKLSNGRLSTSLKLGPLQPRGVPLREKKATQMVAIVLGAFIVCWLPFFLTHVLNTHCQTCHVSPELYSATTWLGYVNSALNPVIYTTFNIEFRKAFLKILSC
#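 Cells expressing the human receptor were seeded at 1500 cells/well, incubated overnight at 37 degrees C in 5% CO2, then exposed to library compounds with dopamine controls for 90 minutes at 37 degrees C before luminescent detection.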
# GLP-1R agonist: qHTS of GLP-1 Receptor Agonists | Glucagon-like peptide 1 receptor (Homo sapiens), P43220 | HEK293 GLP-1R CRE-luciferase, luminescence, 4-6 h; cells express a hypersensitive GLP-1R form | Potency, µM (top dose mostly 45.6 µM), for inactives: at the highest dose activation, hits mostly activators | AID 624172, 2012 | 0.007% of 380,000 active; also: potency is read from the fitted curve at half-maximal effect; % of control where 0% means no effect
# Target sequence (P43220 whole entry, looked up): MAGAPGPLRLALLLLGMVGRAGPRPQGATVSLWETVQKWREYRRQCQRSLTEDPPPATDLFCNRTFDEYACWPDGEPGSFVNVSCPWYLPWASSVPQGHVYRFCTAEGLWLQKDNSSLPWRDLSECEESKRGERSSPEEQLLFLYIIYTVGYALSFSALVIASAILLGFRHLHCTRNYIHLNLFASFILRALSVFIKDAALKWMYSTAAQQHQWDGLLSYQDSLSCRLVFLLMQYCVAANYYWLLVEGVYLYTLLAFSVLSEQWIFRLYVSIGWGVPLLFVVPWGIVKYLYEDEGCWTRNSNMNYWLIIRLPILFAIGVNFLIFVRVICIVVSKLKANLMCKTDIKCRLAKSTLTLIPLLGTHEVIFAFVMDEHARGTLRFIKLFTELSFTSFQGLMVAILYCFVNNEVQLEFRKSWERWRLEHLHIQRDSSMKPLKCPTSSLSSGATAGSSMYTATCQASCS
# SW480 rerep: A quantitative high throughput screen for small molecules that induce DNA re-replication in SW480 colon adenocarcinoma cells. Potency, µM (titrated, usually from 46.1 µM), without a hit: at the top dose re-replication activation, actives largely listed as activators. 1.8% of 340,000 active. AID 624297, 2012. SW480 DNA re-replication, Hoechst DNA content imaging, 48 h; also: potency is read from the fitted curve at half-maximal effect; % of control where 0% means no effect; nearly all actives have a fitted effect of over 55% in size
#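 Treated cells incubate 48 hr (37 C, 5% CO2), are stained 40 min with Hoechst, and nuclear fluorescence is enumerated; a rise in nuclei with high DNA signal marks re-replication.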
# KB-3-1 tox: qHTS assay for MDR1-selective chemotherapeutics: Primary screen using the parental adenocarcinoma cell KB-3-1; KB-3-1 viability, CellTiter-Glo ATP luminescence, 72 h; Potency, µM (series often up to 46.1 µM), for the others: at the highest dose activity change, negative = cytotoxic, actives largely listed as cytotoxic; 1.4% of 400,000 active; also: potency is read from the fitted curve at half-maximal effect; % is scaled to controls: 0 for no effect and ±100 for the full control effect; nearly all actives have a fitted effect of over 60% in size
#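 Cells are dispensed, compounds pinned in, plates held at 37 °C for 72 h, then CellTiter-Glo is added and luminescence read after 10 minutes. Cell line: parental KB-3-1 in phenol-red-free DMEM, 10% FBS.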
# KB-V1 cytotox: qHTS assay for MDR1-selective chemotherapeutics: Primary screen using the drug-selected MDR subline cells KB-V1; Potency, µM (highest dose often 46.1 µM), inactives show at the highest dose activity change, negative = cytotoxicity, usual class: cytotoxic; KB-V1 MDR cells viability, CellTiter-Glo, 72 h; 3.4% of 400,000 active; AID 1347076, 2019; also: potency is read from the fitted curve at half-maximal effect; % is scaled to controls: 0 for no effect and ±100 for the full control effect; nearly all actives have a fitted effect of over 60% in size
#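 Following 72 h at 37 degrees C with compound, KB-V1 cell viability was read by CellTiter-Glo luminescence, medium being phenol-red-free DMEM plus 10% FBS; concentration-response parameters came from normalized, curve-fitted qHTS data.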
# D3 ag: qHTS of D3 Dopamine Receptor Agonist: qHTS; D3R DiscoveRx beta-arrestin cells, luminescence, 90 min; 0.58% of 410,000 active; max activation, %; D(3) dopamine receptor (Homo sapiens), P35462; AID 652048, 2013; in the data active = max activation above about 30%; also: 0% is about no effect; mostly tested at two doses, the higher about 12 µM
#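 Agonist-mode cell screen: cells plated at 1500/well and incubated overnight at 37 °C, then exposed to library compounds for 90 min at 37 °C. Detection reagent was added for 30–60 min at room temperature, and luminescence was read.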
# * hit, by the source's call; ? = inconclusive; . = not tested or not shown; [ ] = another dose, or the depositor's remark. Unless noted, calls follow the shape of the dose curve; as a rule, active = well fitted curve in the direction sought with a large enough effect; inconclusive = small, poorly fitted or top-dose-only effect, or another doubt; inactive = no such curve, though single readings can be large; an effect the other way counts as inactive or inconclusive.
# Fields: KB-3-1 tox, KB-V1 cytotox, HT1080-NT tox, IL1B secr inh, D3 ag, DRD3 antagonist, HT1080 IDH1KD tx, SW480 rerep, GLP-1R agonist
> CC(C)(Oc1ccc(Cl)cc1)C(=O)NCCN1C(=O)S/C(=C/c2cccnc2)C1=O
    -1%, 0%, -23%, -91*, 2, 4, -21%, 0%, -2%
> COc1cc(NC(=O)c2cc(OC)c(OC)c(OC)c2)c(OC)cc1NC(=O)CN1CCCCC1
    0%, -10%, -8%, -4, -3, -10, -4%, -9%, 21%
> O=C(CSc1nc2ccccc2c(=O)n1-c1ccc(F)cc1F)Nc1ccc2c(c1)CCC2
    4%, 11%, -11%, 18, 2, 2, -11%, 1%, 4%
> N#Cc1ccccc1CSCCNC(=O)Cc1c(F)cccc1Cl
    2%, -28%, 0%, -2, -10, 8, 13%, 0%, 19%
> Cc1ccc(O)c(C(=O)/C=C/c2ccc3c(c2)OCCCO3)c1
    -27%, -25%, ?, -105*, -9, -8, ?, ?, 14%
> COc1cc(C)c(Cl)cc1S(=O)(=O)NCc1ccco1
    -6%, -21%, -1%, -18, 1, 0, -4%, 1%, 14%
> COc1ccc(-c2ccc(CN3C(C(C)C)C(=O)N(Cc4cn(CCC5OCCO5)nn4)CCS3(=O)=O)cc2)cc1OC (stereo not drawn)
    3%, -12%, -1%, -3, 1, -14, -5%, ., 12%
> Cn1nccc1C(=O)N1CCCC(C(=O)c2ccc(Oc3ccccc3)cc2)C1 (stereo not drawn)
    -30%, -8%, -14%, ?, 0, 23, -18%, ?, 5%
> Cc1ccc(-c2cc(C(=O)N/N=C/c3ccco3)[nH]n2)cc1
    -2%, -1%, -14%, -19, -17, ?, -2%, -2%, -4%
> Cc1ccccc1N=C1C(=O)Nc2ccccc21
    -1%, ?, 8%, 0, -10, -21, -1%, -6%, -1%
> CN(CC(=O)O)S(=O)(=O)/C=C/c1ccccc1
    ?, ?, 2%, -23, -6, -24, 2%, -8%, -1%
> Cc1ccc(OCCCCN2CCc3ccccc3C2)cc1
    ?, 15%, -19%, ?, -19, -100*, ?, -1%, -2%
> CCn1c(SCC(=O)Nc2cc(Cl)ccc2OC)nc2c([nH]c3ccccc32)c1=O
    0%, -1%, ., ., 0, ., ., ., -1%
> O=C(N/N=C/c1c(Cl)nc2ccccn2c1=O)c1cccnc1
    -6%, -1%, 2%, 0, -10, -8, -14%, ?, -3%
> CCOCCCNc1ccc(N2C(=O)CCCC2=O)cc1[N+](=O)[O-]
    0%, 11%, -2%, -1, -7, 36, -3%, 3%, 4%
> COc1ccc(OC)c(N(CC(=O)Nc2ccccc2C(=O)NCc2ccco2)S(C)(=O)=O)c1
    2%, -15%, 13%, -3, 3, -18, ?, -14%, 8%
> CCC(C)Sc1nc2c(c(=O)[nH]c(=O)n2C)n1Cc1ccccc1Cl (stereo not drawn)
    -2%, -24%, 0%, 37, 4, 13, 2%, 1%, -2%
> CCOC(=O)N1CCN(C(=O)c2ccc(N(Cc3ccccc3Cl)S(C)(=O)=O)cc2)CC1
    14%, -9%, 14%, 29, -2, 10, 6%, 4%, -6%
> O=C(CCNC(=O)c1ccc(Cl)cc1)NCCCN1CCOCC1
    5%, 28%, 5%, 14, 0, 11, 1%, -17%, -5%
> O=C(CSc1ccc2nnc(-c3ccccn3)n2n1)N1CCN(c2ccccc2)CC1
    2%, -31%, 0%, -2, 3, 81, 3%, -5%, 4%
> CCOC(=O)c1cc2c3ccccc3n(CC)c2nc1N
    -8%, -15%, -4%, -2, -5, 0, 1%, 1%, 1%
> CCC(=O)Oc1ccc2c(c1)O/C(=C\c1ccco1)C2=O
    7%, ?, 2%, -8, 11, -2, 3%, 0%, 7%
> O=C(O)c1cc2cc(OCc3ccccc3)ccc2[nH]1
    3%, 3%, -4%, 36, -6, -12, 4%[9.24 µM], -3%, 0%
> COc1ccc(OCC(=O)Nc2ccc3c(c2)OCO3)cc1
    5%, -6%, -11%, -18, 4, -9, -14%, 1%, 21%
> NC1CCCCC1N=Cc1c(O)n(CCc2ccc(F)cc2)c(=O)[nH]c1=O (stereo not drawn)
    ?, -28%, 12%, -6, 4, 0, 20%, 0%, 8%
> O=C(NCCc1ccccc1)c1ccc2nc3cc(Cl)ccc3c(=O)n2c1
    29%, 17%, 14%, 1, -2, 6, 14%, ?, 0%
> COc1ccc(S(=O)(=O)NC2CC(=O)N(c3ccc(C)c(C)c3)C2)cc1C (stereo not drawn)
    -2%, -11%, -1%, -8, -8, -7, -8%, -12%, 1%
> COc1ccccc1CCNC(=O)c1cccc(S(=O)(=O)NCc2ccccc2)c1
    -4%, -25%, -9%, 5, -9, 1, -4%, 6%, 0%
> C[N+](C)(C)CC(=O)N/N=C/c1c2ccccc2cc2ccccc12
    -6%, ?, -2%, -9, -8, -21, 1%, 30%, -6%
> CN(C)c1ccc(CNS(=O)(=O)c2ccc3[nH]c4c(c3c2)CCCCC4)cc1
    ?, 16µM*, ., ., 0, ., ., ., -4%
> O=C1CC(NCCN2CCOCC2)C(=O)N1Cc1ccc(N2CCCC2=O)cc1 (stereo not drawn)
    6%, 0%, 0%, 5, 0, -18, -2%, ?, -3%
> O=C(COC(=O)CCS(=O)(=O)c1ccccc1)Nc1cc(S(=O)(=O)N2CCCCC2)ccc1Cl
    2%, -21%, -14%, -3, -6, -15, -12%, 3%, 10%
> Cc1noc(C)c1COc1ccc(CC(=O)NC2CCCCCC2)cc1
    -15%, -5%, 2%, -19, 8, -5, -21%, -4%, 18%
> COc1ccc(/C=C/c2nc(N)nc(-c3ccccc3O)n2)cc1
    1%, 0%, 3%, 22, 1, 21, 15%, -4%, 6%
> COc1cc(OC)cc(Oc2ccc(S(=O)(=O)N3CCCCC3)cc2[N+](=O)[O-])c1
    -24%, -24%, -19%, -99*, 9, -10, -24%, -87%[inhibitor], 4%
> NC(=O)c1cccc(-c2noc(-c3ccccc3F)n2)c1
    11%, 3%, ., ., ., ., ., -9%, 3%
> Cn1c(=O)c2c(nc(NN=C3CCCCC3)n2C)n(C)c1=O
    1%, 26%, -12%, 15, -13, -27, 0%, -5%, 6%
> CCCC(=O)Nc1cccc(-c2nc3ccccc3c(=O)o2)c1
    -1%, 0%, 1%, -2, 14, 6, 18%, -2%, 0%
> COc1ccc(CCNc2nc(N3CCOCC3)nc(N3CCOCC3)n2)cc1OC
    0%, -22%, 3%, -1, -4, -7, 13%, -7%, 10%
> CC(C)(C)c1ccc2c(c1)N(CC(=O)O)C(=O)CO2
    -2%, 6%, -1%, 4, -11, -7, 3%, -6%, 3%
> COc1ccc(C(=O)C2CCCN(C(=O)c3ccnn3C)C2)cc1OC (stereo not drawn)
    -1%, -10%, 5%, 4, -4, 15, 11%, 2%, 10%
> C/C(=N\NC(=O)c1cc(C)oc1C)c1ccc(C)c([N+](=O)[O-])c1
    -3%, 6%, 13%[9.24 µM], 1, -3, -1, 1%, -13%, 5%
> CCN(CC)S(=O)(=O)c1ccc2c(c1)c(=O)c(C(=O)NCCN(C)CCc1ccccc1)cn2C
    -2%, -3%, -9%, ?, -4, -24, 1%, 4%, 0%
> COc1ccc2cc([C@H](C)C(=O)OCc3cn(CC(=O)c4ccc(O)cc4)nn3)ccc2c1
    3%, 0%, -6%, 30, 23, -28, 2%, 0%, 0%
> O=c1[nH]nc(CNc2ccc(C(F)(F)F)cc2)c2ccccc12
    -5%, 7%, 12%, 27, 1, 2, -7%, -3%, 25%
> CCOC(=O)c1oc2ccc3c(c2c1C)C(=O)CC1(CCN(C(=O)OCC)CC1)O3
    ?, -14%, -19%, 3, 8, 45, -17%, 4%[9.22 µM], -9%
> COc1ccc(OC)c(C2C(C(=O)Nc3ccccc3OC)=C(C)Nc3nc(CCCO)nn32)c1 (stereo not drawn)
    9%, 29%, 1%, 34, 1, 6, 5%, -5%, 3%
> CCOc1ccc(CCNC(=O)COC(=O)c2n[nH]c3ccccc23)cc1OCC
    -8%, 22%, 2%, -8, -1, 9, 0%, ., 1%
> O=C(NCCN1CCOCC1)c1ccc(CS(=O)c2ccccc2Cl)o1 (stereo not drawn)
    -6%, ?, 3%, 5, -9, -10, 18%, 1%, 0%
> COc1ccc(N2C[C@H](CSC)[C@@H](CC(=O)Nc3ccccc3)C2=O)cc1
    13%, -3%, -3%, 48, 3, 14, 6%, ., ?
> CCCn1c(SCC(=O)Nc2ccccc2-c2ccccc2)nnc1-c1ccoc1C
    0%, -4%, -7%, -28, -1, 6, -9%, 0%, 1%
> COc1cc2ccccc2cc1C(=O)N1CCCCC1
    5%, 4%, 3%, 32, 3, 7, 0%, -240%[inhibitor], 22%
> Cc1cc(Cl)c(OCCOCCN2CCC(C)CC2)c(Br)c1
    ?, ?, -3%, -57*, -29, -56*, -1%, ?, 8%
> Cc1cc(C)n2nc(C(=O)NCc3ccco3)nc2n1
    -2%, -13%, 6%, -13, -5, -13, 8%, 2%, 4%
> COc1ccccc1N/N=C1\COC(C)(C)CC1=O
    2%, 3%, -11%, -1, -13, 3, 0%, ?, 12%
> O=C(Nc1cc(-c2nc3ncccc3o2)ccc1Cl)c1ccc([N+](=O)[O-])o1
    3.7µM*, ?, ?, -23, -10, -3, ?, 1.3µM*, 8%
> COc1ccc(-n2nc(C(=O)NCCCN3CCCC3=O)c3c4ccccc4n(C)c3c2=O)cc1Cl
    6%, 9%, -2%, 10, 1, 3, -2%, ?, -6%

# Compound activity (PubChem BioAssay)
